Source: PubChem (The Scripps Research Institute Molecular Screening Center)
TbREL1 primary = TbREL1 RNA ligase inhibitors, primary screen, biochemical, FRET fluorescence; RNA-editing ligase 1, mitochondrial (Trypanosoma brucei brucei), P86926; TbREL1 RNA ligation; inhibition, % at 9.66 µM; 89,000 tested, 0.49% active;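 active = inhibition above the mean inhibition across all screened compounds plus 3 SD, cut at about 11% in these data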;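 also: 0% = plate median of test wells and 100% = NSC42067 control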
Target sequence (P86926 whole entry, looked up): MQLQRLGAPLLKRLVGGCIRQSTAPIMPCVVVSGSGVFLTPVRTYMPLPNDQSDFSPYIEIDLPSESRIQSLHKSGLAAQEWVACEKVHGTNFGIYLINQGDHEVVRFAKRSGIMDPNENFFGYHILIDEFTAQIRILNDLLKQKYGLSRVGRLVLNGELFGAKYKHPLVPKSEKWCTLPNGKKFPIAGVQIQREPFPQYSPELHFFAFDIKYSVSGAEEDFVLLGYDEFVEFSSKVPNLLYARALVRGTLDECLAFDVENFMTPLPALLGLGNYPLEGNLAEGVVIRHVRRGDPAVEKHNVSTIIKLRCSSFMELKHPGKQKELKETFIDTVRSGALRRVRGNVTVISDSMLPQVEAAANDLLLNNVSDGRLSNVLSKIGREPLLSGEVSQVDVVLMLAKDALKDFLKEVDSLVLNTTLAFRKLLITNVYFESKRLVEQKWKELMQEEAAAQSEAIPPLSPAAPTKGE
An asterisk follows results filed as active.

O=C(N/C=N/OCc1cccc(C(F)(F)F)c1)N1OC[C@@H]2COc3ccc4ccccc4c3[C@@H]21
  TbREL1 primary: 4
CCOc1ccc(C2=CC(=O)C[C@H](c3ccc(OC)cc3)C2)cc1
  TbREL1 primary: 4
CN(C)S(=O)(=O)c1cc(C(=O)NCC2CCCO2)c(Cl)cc1Cl (configuration not stated)
  TbREL1 primary: 0
Cc1cccc(N(CC(=O)NC2CCCC2)C(=O)CCC(=O)Nc2nc(C)cs2)c1
  TbREL1 primary: -2
CN(C)C(=O)CN1CCN(Cc2nc(CC3CC3)no2)CC1
  TbREL1 primary: -1
O=C(Cc1cc(=O)[nH][nH]1)N/N=C/C=C/c1ccccc1
  TbREL1 primary: 0
Cc1nn(-c2ccccc2)c2sc(C(=O)NCc3ccc4c(c3)OCO4)cc12
  TbREL1 primary: 2
CCOC(=O)N1CCN(C(=O)c2c(-c3ccccc3Cl)noc2C)CC1
  TbREL1 primary: 1
O=C(NCCC1CCCCN1S(=O)(=O)c1ccc(Cl)cc1)C(=O)NCc1ccncc1 (configuration not stated)
  TbREL1 primary: -1
CCOc1ccc2oc(C(=O)OCC(=O)NC(=O)NC)c(C)c2c1
  TbREL1 primary: 0
COc1ccccc1COC(=O)c1cccc(S(=O)(=O)N(C)Cc2ccccc2)c1
  TbREL1 primary: 2
O=C(COC(=O)c1ccccc1[N+](=O)[O-])c1ccc(C2CCCCC2)cc1
  TbREL1 primary: 1
CC(C)OC(=O)CSc1nnc(-c2ccccn2)n1C
  TbREL1 primary: 0
CC(Oc1ccc(C#N)cc1)C(=O)NC1CCCC1 (configuration not stated)
  TbREL1 primary: -1
COc1cc(NS(=O)(=O)c2ccc(N=Cc3c(C)[nH]n(-c4ccccc4)c3=O)cc2)nc(OC)n1
  TbREL1 primary: -1
O=C(CCCc1ccccc1)NCCCN1CCOCC1
  TbREL1 primary: 2
Cc1cc2c(ccc3[nH]onc32)n1
  TbREL1 primary: 0
CCOc1ccc(/C=C2\NCCc3cc(OCC)c(OCC)cc32)cc1OCC
  TbREL1 primary: 8
CC(C)Nc1nc(NC(C)C)nc(SCC(N)=O)n1
  TbREL1 primary: -3
CCn1c(SCC(=O)Nc2nccs2)nnc1-c1ccc(C)cc1
  TbREL1 primary: 0
C/C(=N\NC(=O)c1ccccc1O)C1C(=O)c2ccccc2C1=O
  TbREL1 primary: 0
CCCCNc1c(-c2cccc(-c3ccc(OC)cc3)c2)nc2cc(C)ccn12
  TbREL1 primary: -5
COCCNc1nc(SCC(=O)N2CCN(c3ccccc3)CC2)nc2ccccc12
  TbREL1 primary: -3
CC(C)(C)CC(=O)Nc1ccc(C(N)=O)cc1
  TbREL1 primary: -1
CCOC(=O)c1sc(NC(=O)CN2C(=O)NC3(CCCCCCC3)C2=O)c(C(=O)OCC)c1C
  TbREL1 primary: 0

C/C(=N\NC(=S)NC(C)C)c1ccc(-n2ccnc2)cc1
  TbREL1 primary: -5
COc1ccc(CC(=O)NNC(=S)Nc2ccccc2)cc1Br
  TbREL1 primary: -5
CCNc1nc(Oc2ccc(=O)[nH]n2)nc(SC)n1
  TbREL1 primary: 1
CCOC(=O)[C@]12CCCC3=C1N(CCC3)C(=O)[C@@H](CC(=O)NCCCOC)C2
  TbREL1 primary: 4
COc1ccc(C2=NS(=O)(=O)N(C)C(C(=O)N3CCc4ccccc4C3)=C2)cc1OC
  TbREL1 primary: 0
CCOC(=O)CNC(=O)CN1C(=O)CC(c2ccccc2)S(=O)(=O)c2ccccc21 (configuration not stated)
  TbREL1 primary: 2
Cc1noc(C)c1COC(=O)c1cccc(S(=O)(=O)N2CCCCCC2)c1
  TbREL1 primary: 1
c1ccc2sc(N3CCN(Cc4nnnn4CC4CCCO4)CC3)nc2c1 (configuration not stated)
  TbREL1 primary: 5
Cc1ccc(/C=N/NC(=O)c2ccc(-n3cnnn3)cc2)cc1
  TbREL1 primary: 1
CC(=O)c1cc2c(cc1NC(=O)Nc1cccc(Cl)c1)OCCO2
  TbREL1 primary: 5
CCNC(=O)C(=O)NCC1CCCN1S(=O)(=O)c1cccs1 (configuration not stated)
  TbREL1 primary: 1
Cc1cc(=O)oc2cc(NC(=O)c3ccc(OC(F)F)cc3)ccc12
  TbREL1 primary: -4
CC(C)COC(=O)N(C)c1ccc(C(O)(C(F)(F)F)C(F)(F)F)cc1
  TbREL1 primary: 8
C/C=C/Cn1cccc(C(=O)Nc2ccc(OC)cc2)c1=O
  TbREL1 primary: -1
COc1ccc(C)cc1NC(=O)c1ccccc1NS(=O)(=O)c1cccc2cccnc12
  TbREL1 primary: 1
O=C(NC1CCc2ccccc21)C12CN(Cc3ccccc3)CC1C(c1cccc([N+](=O)[O-])c1)=NO2 (configuration not stated)
  TbREL1 primary: -1
O=[N+]([O-])c1ccc(CSc2nc3ccccc3o2)cc1
  TbREL1 primary: 2
O=S1(=O)c2ccc(N3CCC[C@@H]3CO)cc2O[C@H]2CCN1C2
  TbREL1 primary: 5
Fc1cc(F)c(CSc2nnc(-c3cccnc3)n2Cc2ccccc2)cc1F
  TbREL1 primary: -1
Cc1cc(NS(=O)(=O)c2ccc(NC(=O)CCCOc3ccccc3C)cc2)nc(C)n1
  TbREL1 primary: 2
Cc1nc(NC(=O)c2ccc(OCC(C)C)cc2)sc1Cc1ccc2c(c1)OCO2
  TbREL1 primary: 8
Nc1c(Cl)cc(-c2csc(NCCc3nc4cc(Cl)c(Cl)cc4n3CCCO)n2)cc1Cl
  TbREL1 primary: -3
CN(C)c1cccc2cccc(N(C)C)c12
  TbREL1 primary: -1
CCOC(=O)C(c1ccccc1)C(Nc1ccc(Cl)c(Cl)c1)c1ccccn1 (configuration not stated)
  TbREL1 primary: -1
O=C(NC1CCCCC1)C1CCN(C(=O)c2ccccc2Cl)CC1
  TbREL1 primary: 1

Cc1cccc(NC(=O)C2CCN(S(=O)(=O)c3cccs3)CC2)c1
  TbREL1 primary: 8
Clc1ccc(-n2nnnc2-c2ccccc2)cc1
  TbREL1 primary: 0
Nc1scc2c(C(=O)O)nn(-c3ccccc3)c(=O)c12
  TbREL1 primary: 1
CCC1CCc2sc(C(=O)Nc3cc(S(=O)(=O)N4CCOCC4)ccc3OC)cc2C1 (configuration not stated)
  TbREL1 primary: 1
Fc1ccc(CN2CCN(c3ncnc4scc(-c5ccccc5)c34)CC2)cc1
  TbREL1 primary: -1
O=C(COC(=O)c1c(F)cccc1F)NCCNC(=O)COC(=O)c1c(F)cccc1F
  TbREL1 primary: 0
O=C(O)c1ccc(Cl)c(NCc2cccnc2)c1
  TbREL1 primary: 4
COc1ccc(OC)c(C(=O)c2oc3ccccc3c2NC(C)=O)c1
  TbREL1 primary: -1
N#CCCN(Cc1ccccc1)C(C(=O)NC1CCCCC1)C1CC1 (configuration not stated)
  TbREL1 primary: 1
Cc1nn(-c2ccccc2)c2[nH]c(=O)c(CNCC3CCCO3)cc12 (configuration not stated)
  TbREL1 primary: 1
O=C(N1CCCCC1)N1CCC(c2nc3ccccc3[nH]2)CC1
  TbREL1 primary: -4
COCc1cc(C)nc(OCC(=O)N/N=C/c2ccc(-c3cc([N+](=O)[O-])ccc3Cl)o2)c1C#N
  TbREL1 primary: 2
Brc1ccc2nc(C3CCCCC3)c(CC3CCCCC3)n2c1
  TbREL1 primary: 11*
Cc1cc(N2C(=O)CC(N3CCN(c4ccc(C(=O)c5cccs5)cc4)CC3)C2=O)no1 (configuration not stated)
  TbREL1 primary: 4
CN(CC(CC(=O)O)c1ccccc1)S(=O)(=O)c1ccc(Br)cc1 (configuration not stated)
  TbREL1 primary: 0
CCOC(=O)Cn1nnnc1CN(CCc1ccccc1)Cc1cc2cc(CC)ccc2[nH]c1=O
  TbREL1 primary: -1
Nc1[nH]c(C(=O)c2ccccc2)c(-c2ccc(Cl)cc2Cl)c1C(=O)NCCC1=CCCCC1
  TbREL1 primary: 6
CCOc1cc(NC(=O)c2cccs2)c(OCC)cc1NC(=O)CCC(=O)NCCN1CCOCC1
  TbREL1 primary: 5
COc1cccc(CC(NC(C)=O)C(=O)NC2CCN(S(=O)(=O)c3cccc4ccccc34)CC2)c1 (configuration not stated)
  TbREL1 primary: -2
COc1cc(NC(=O)c2cccs2)c(C(=O)OCC(=O)NC(=O)NCc2ccccc2)cc1OC
  TbREL1 primary: 0
Cc1ccnn1CC(=O)N/N=C/c1ccc2c(c1)OCO2
  TbREL1 primary: 1
NC(=O)N/N=C/c1cc(F)cc(F)c1
  TbREL1 primary: 2
CCOC(=O)c1cccc(NC(=O)CCn2cccc2)c1
  TbREL1 primary: -1
CCOC(=O)Cn1nnc(-c2ccc(S(C)(=O)=O)cc2)n1
  TbREL1 primary: 7
Cc1ccc2nc(CSc3nc(C)nc4c3oc3ccccc34)[nH]c2c1
  TbREL1 primary: -1

Some of these compounds in order of their number in TbREL1 primary, lowest first:
SMILES	TbREL1 primary
COc1ccc(CC(=O)NNC(=S)Nc2ccccc2)cc1Br	-5
CC(C)Nc1nc(NC(C)C)nc(SCC(N)=O)n1	-3
CCOC(=O)Cn1nnnc1CN(CCc1ccccc1)Cc1cc2cc(CC)ccc2[nH]c1=O	-1
CN(C)S(=O)(=O)c1cc(C(=O)NCC2CCCO2)c(Cl)cc1Cl (configuration not stated)	0
N#CCCN(Cc1ccccc1)C(C(=O)NC1CCCCC1)C1CC1 (configuration not stated)	1
Cc1nn(-c2ccccc2)c2sc(C(=O)NCc3ccc4c(c3)OCO4)cc12	2

Filtered by structure: the compounds so far containing bromine
COc1ccc(CC(=O)NNC(=S)Nc2ccccc2)cc1Br
  TbREL1 primary: -5
Brc1ccc2nc(C3CCCCC3)c(CC3CCCCC3)n2c1
  TbREL1 primary: 11*
CN(CC(CC(=O)O)c1ccccc1)S(=O)(=O)c1ccc(Br)cc1 (configuration not stated)
  TbREL1 primary: 0

Next part
COc1ccc2cc(CN(CCO)C(=O)c3ccccc3F)c(=O)[nH]c2c1
  TbREL1 primary: -2
COc1ccc(C)cc1NC(=O)CC1COc2ccccc2O1 (configuration not stated)
  TbREL1 primary: 4
COc1cc(/C=N/NC(=O)[C@H](Cc2c[nH]c3ccccc23)NC(=O)OCC(C)C)cc([N+](=O)[O-])c1O
  TbREL1 primary: -7
O=C(COC(=O)CCc1ccc(S(=O)(=O)N2CCCCC2)cc1)Nc1ccc2c(c1)OCO2
  TbREL1 primary: -2
O=C(N1CCN(c2ccc(F)cc2)CC1)C1(c2cccs2)CCOCC1
  TbREL1 primary: -4
CN(Cc1ccccc1)C(=O)c1oc(=O)c2ccccc2c1-c1ccccc1
  TbREL1 primary: 0
COc1ccc(NC(=O)NC2CCN(S(=O)(=O)c3ccc(F)cc3)CC2)cc1OC
  TbREL1 primary: -1
Cn1c(=O)c2sccc2n(CC(=O)NCCC2=CCCCC2)c1=O
  TbREL1 primary: 1
Cc1ccc(N2C(=O)N(CC(=O)c3cc(C)ccc3C)C(=O)C2C)cc1 (configuration not stated)
  TbREL1 primary: -1
Cc1ccccc1N=C/C=C1\N(C)c2ccccc2C1(C)C
  TbREL1 primary: 2
O=[N+]([O-])c1ccc2nc(-c3ccccc3)cc(-c3ccccc3)c2c1
  TbREL1 primary: 1
Cc1cc(C(=O)N[C@@H](c2ccccc2)[C@]2(C)C[C@H]2[C@@H](C)C(=O)Nc2ccc3ccccc3c2)no1
  TbREL1 primary: 2
COc1cccc(/C=C/C(=O)NCc2ccc3c(c2)OCO3)c1
  TbREL1 primary: 1
CCNc1nc(NCC)nc(NC(N)=S)n1
  TbREL1 primary: -4
CCN1CCc2c(C#N)c(NCc3ccccc3)nc(NCCO)c2C1
  TbREL1 primary: -1
COC(=O)N1CC(c2ccccc2)CC1=O (configuration not stated)
  TbREL1 primary: 5
c1ccc(-c2sc3ccccc3c2-c2ccc(OCCN3CCCCC3)cc2)cc1
  TbREL1 primary: 5
Cc1cccc(N2CCN(C(=O)CCS(=O)(=O)c3ccc4c(c3)NC(=O)CO4)CC2)c1C
  TbREL1 primary: 1
O=C(c1cnccn1)N(c1ccccc1)C1(C(=O)NC2CCCC2)CCCCC1
  TbREL1 primary: -1
Cc1cccc(-n2[nH]c3c4c(ccc3c2=O)C(=O)c2ccccc2C4=O)c1
  TbREL1 primary: -1
CN(C)c1cccc(C(=O)NCC(c2ccco2)N(C)C)c1 (configuration not stated)
  TbREL1 primary: -7
COCCNC(=O)c1ccc(N2CCC3(CC2)OCCO3)c([N+](=O)[O-])c1
  TbREL1 primary: -1
Cc1ccc(NC(=O)c2ccc([N+](=O)[O-])o2)c(C)c1
  TbREL1 primary: -2
O=C(c1ccc(F)cc1)C1CCN(C(=S)Nc2ccccc2)CC1
  TbREL1 primary: 0
CCCCNC(=O)O[C@H]1C[C@@H]2CCN3C(=O)CCC[C@H]([C@H]1CC)[C@H]23
  TbREL1 primary: 0

3 entries already listed, sorted by number of heavy atoms, high to low:
CCN1CCc2c(C#N)c(NCc3ccccc3)nc(NCCO)c2C1
  TbREL1 primary: -1
Cn1c(=O)c2sccc2n(CC(=O)NCCC2=CCCCC2)c1=O
  TbREL1 primary: 1
COc1cccc(/C=C/C(=O)NCc2ccc3c(c2)OCO3)c1
  TbREL1 primary: 1

(listing goes on)
Cc1ccc(S(=O)(=O)N2CCN(c3ccccc3)CC2)cc1C(N)=O
  TbREL1 primary: 1
O=C(Cn1cnc2ccccc2c1=O)N1CCN(Cc2ccccc2)CC1
  TbREL1 primary: 1
CCOc1ccccc1NC(=O)CC1NCCNC1=O (configuration not stated)
  TbREL1 primary: 2
N#CC1(NC(=O)COC(=O)c2ccccc2SCC(=O)N2CCCC2)CCCCC1
  TbREL1 primary: -4

Entries listed above shown as hits in TbREL1 primary:
Brc1ccc2nc(C3CCCCC3)c(CC3CCCCC3)n2c1
  TbREL1 primary: 11*

A portion of the library; the hit share may differ from the screen's.
